From PubChem
INS promoter inh – TRM-6 insulin promoter activity inhibition. TRM-6 cells (human fetal islet line), insulin promoter-eGFP reporter, imaging; reporter expression induced with tamoxifen. inhibition, % at 2 µM. 130,000 tested, 0.9% active. AID 1273;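 active = inhibition above the mean plus 3 SD, with well images judged a real hit on visual review, cut at about 60% in these data, passing the limit was not always enough; inconclusive = inhibition over the cutoff but images rejected on review; inactive = inhibition not above the cutoff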
SDO1 yeast rescue – compounds rescuing growth of sdo1-depleted yeast, bone marrow failure model; S. cerevisiae sdo1-depleted JHY4D growth rescue, OD600 30 h; stronger effect = higher value; pdr5 snq2 efflux-pump mutant strain; 140,000 tested, 0.21% active; z-score at 10 µM; AID 817;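 active = z-score above 3 at both the 24 hr and the 30 hr optical density reads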;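 note: z-score against mean and SD of all compound wells on the same plate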
SDO1 yeast rescue Rescue 24 h – recorded beside SDO1 yeast rescue, whose call it bears; z-score; S. cerevisiae sdo1-depleted JHY4D growth rescue, OD600; measured here: growth rescue at 24 h;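 0 is the plate mean of compound wells and units are plate SD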
Starred values were filed as active, the others as inactive; u = inconclusive; x = no result given; [ ] = remark or other dose.

SMILES	INS promoter inh	SDO1 yeast rescue	SDO1 yeast rescue Rescue 24 h
Cc1ccc2nsnc2c1NC(=O)c1cccc([N+](=O)[O-])c1	-40.7	0.17	-0.01
O=C(Cn1nc(Cc2cccnc2)c2ccccc2c1=O)NCc1ccc(F)cc1	x	1.29	0.9
Cc1ccnc(N2CCC(C(=O)Nc3nnc(C)s3)CC2)n1	-50.0	0.8	0.16
CC1=C(OC(=O)c2ccccc2)C(C)(C)C(c2ccc(Br)cc2)OC1=O (configuration not stated)	-25.0	-1.38	-1.34
CCOc1ccc(Nc2ncnc3ccc([N+](=O)[O-])cc23)cc1	50.0	x	x
CCOC(=O)CN1C(=O)C(C)(C)Oc2ccc(C(=O)NC(C)(C)CC)cc21	x	-0.17	-0.46
O=C(NCc1cccnc1)/C(=N\O)c1ccccc1	37.9	-0.01	0.12
CCOc1ccc(-c2nnc(SCC(=O)N(CC)CC)n2N)cc1	x	1.44	2.55
O=C(O)c1oc2ccccc2c1CSCc1ccccc1	18.2	x	x
COc1cc(C(=O)NC(=S)Nc2ccccc2[N+](=O)[O-])cc(OC)c1OC	29.4	x	x
Cc1nc(SCC(=O)Nc2ccc(C)c(F)c2)c2oc3ccccc3c2n1	-52.8	-2.07	-1.45
O=C(CCc1nc2ccccc2[nH]c1=O)OCC(=O)N1CCc2ccccc21	9.1	-1.3	-1.38
CCCS(=O)(=O)N1CCCC(C(=O)NCCCN(C)Cc2ccccc2)C1 (configuration not stated)	x	1.06	1.22
CCC(C(=O)Nc1ccc(OC)c(Cl)c1)c1ccccc1 (configuration not stated)	7.9	-0.71	-0.75
CC(=O)c1ccc(NC(=O)COC(=O)c2c3c(nc4ccccc24)/C(=C\c2cccs2)CCC3)cc1	16.9	0.46	0.99
Cc1ccc(C(=O)O/N=C\c2ccc(N3CCCCC3)c([N+](=O)[O-])c2)cc1	24.4	-0.23	-0.78
O=C(COC(=O)CCCNC(=O)c1ccc(Cl)cc1)Nc1cc(Cl)ccc1Cl	x	-1.47	-1.1
COCc1cc(C)nc(SCC(=O)Nc2ccc3c(c2)OCO3)c1C#N	-18.5	1.48	1.99
COc1cc2c(cc1OC)-c1cc(NC3CCCC3)nc(=O)n1CC2	-28.6	0.88	1.48
CC(=O)NCC(=O)N(Cc1ccco1)C1(C(=O)NC2CCCCC2)CCCCC1	-51.7	0.1	-0.55
COc1ccc(CCNS(=O)(=O)c2cn(C)c(=O)n(C)c2=O)cc1OC	x	0.47	0.8
CCCCC(=O)Nc1nnc(C)s1	-80.0	-0.65	-0.79
C/C=C/c1ccc(OCCCNCC(C)O)c(OC)c1 (configuration not stated)	-47.6	1.17	2.14
O=C(CSc1nc2c(c(=O)n1-c1ccc(Br)cc1)SCC2)NCc1ccco1	0.0	-0.16	0.62
COc1ccc(S(=O)(=O)Nc2ccc(S(=O)(=O)Nc3nc(C)cc(C)n3)cc2)cc1OC	31.4	0.54	2.45
O=C(Nn1c(C2CCCCC2)nc2ccccc2c1=O)c1cc(Cl)ccc1[N+](=O)[O-]	-23.3	-1.15	-0.89
CCOc1ccc(NC(=O)CN(C)CC(=O)Nc2cccc(Cl)c2C)cc1OCC	15.8	0.3	0.33
O=C(OCn1nnc2ccccc2c1=O)c1cc(-c2ccccc2Cl)nc2ccccc12	x	-1.2	-0.98
CCc1ccc(-c2ccc(SCC(=O)Nc3nnc(C)s3)nn2)cc1	26.3	x	x
COc1ccc(NC(=S)N2CCCC2)cc1OC	-36.8	x	x
COc1cc(OC)cc(-c2nc(N)n[nH]2)c1	-188.9	2.39	2.76
O=C(/C=C\Nc1cccc(F)c1)c1cccs1	18.5	0.54	-0.1
Cc1cc(NC(=O)Cn2nc(C(F)(F)F)c3c2CCC3)no1	52.4	1	1.67
COc1ccccc1NC(=O)c1sc(NC(=O)c2ccco2)c(C#N)c1C	92.9*	-1.04	0.25
CCOC(=O)c1sc2nc(CSCC(=O)OCc3ccc(C(=O)OC)o3)[nH]c(=O)c2c1C	42.4	0.48	0.05
COc1cc(/C=C(/C#N)c2nc3ccccc3[nH]2)ccc1OCc1ccc(C(=O)O)o1	x	0.05	0.32
COc1ccccc1/C=C/C=N/N1CCN(Cc2ccccc2)CC1	-26.7	0.79	0.45
Cc1ccn(-c2n[nH]c(C)c2[N+](=O)[O-])n1	5.3	x	x
CC(C)(C(=O)c1ccccc1)/[N+]([O-])=C/c1ccccc1F	-6.7	x	x
FC(F)(F)c1cccc(-c2nnc(-c3ccccc3)c(N3CCOCC3)n2)c1	-233.3	-1.33	-0.47
Cc1ccccc1OCCCn1c(CO)nc2ccccc21	-57.1	x	x
O=C(Nc1ccc(S(=O)(=O)C(F)F)cc1)c1cccc(S(=O)(=O)N2CCOCC2)c1	21.6	-0.66	-1.53
COc1ccc(Cn2c(SCc3ccccc3C)nc3cc(OC)c(OC)cc3c2=N)cc1	x	-2.03	-1.7
CN1c2ccccc2N(C)C1(C)c1cccc2ccccc12	-63.3	1.6	2.14
Cc1ccc2[nH]cc(CCNC(=O)Nc3ccccc3)c2c1	39.3	0.75	0.69
C/C(=N\NC(=O)COc1cccc(Cl)c1)c1ccc2c(c1)OCCO2	-6.7	-0.38	0.78
C=CCN1C(=O)CN=C1NCc1ccccc1	-63.6	0.1	-0.4
O=C(NCc1ccco1)c1cc2sccc2n1Cc1ccc(F)cc1	3.3	-1.08	-0.24
CC1CCC(=NNC(=O)Cc2ccccc2)CC1 (configuration not stated)	-26.3	-0.23	-0.65
Cc1ccc(C2=CSC3=NNC4(CCCCC4)NN23)cc1	8.3	x	x
CC(C)C(NS(=O)(=O)c1cccc2nsnc12)C(=O)N1CCn2c1nc1ccccc12 (configuration not stated)	x	0.96	0.97
Cc1ccc(SC(C)C(=O)NCCC2=CCCCC2)cc1 (configuration not stated)	x	0.33	0.27
Cc1c(/C=N\NC(=O)c2csc3ccccc23)cnn1C	-42.9	-0.14	-0.59
COc1ccc(/C=C2\SC(=NCc3ccccc3)NC2=O)cc1	x	-1.62	-1.21
CC(=O)c1cccc(NC(=O)C2CCCN(S(C)(=O)=O)C2)c1 (configuration not stated)	-29.7	0.05	-0.47
N#Cc1ccc(C23CC4CC(CC(C4)C2)C3)[nH]c1=O	9.1	-0.26	-0.19
O=C(N/N=C/c1ccccn1)c1cc([N+](=O)[O-])cc([N+](=O)[O-])c1	35.3	x	x
Cc1nc2cc(F)ccc2n1C1CCN(C(=O)c2ccc(F)cc2F)CC1	13.3	x	x
CC1CCCCN1S(=O)(=O)c1ccc(C(=O)Nc2sccc2C(N)=O)cc1 (configuration not stated)	x	-0.41	-0.54
O=C(N/N=C/c1ccco1)c1cccc([N+](=O)[O-])c1	x	1.4	1.22

Next part.
SMILES	INS promoter inh	SDO1 yeast rescue	SDO1 yeast rescue Rescue 24 h
O=C(CCN1c2ccccc2Sc2ccccc21)Nc1ccccc1	16.7	-2.33	-1.34
COc1c(Br)cc(Br)cc1/C=N/n1c(C)nnc1C	0.0	-0.33	-0.04
O=C(Cc1ccccc1)N/N=C/c1cccn1-c1ccc([N+](=O)[O-])cc1	-42.4	-0.07	-1.08
COc1ccc(C2CC(c3cc(OC)ccc3OC)n3nnnc3N2)cc1 (configuration not stated)	-21.4	0.75	0.77
COc1ccc(OC)c(S(=O)(=O)N2CCC(C(=O)NCCC3=CCCCC3)CC2)c1	x	0.5	0.58
CC(=O)NCC1=C(NC(C)=O)C2CC1C(C)(C)C2C (configuration not stated)	-66.7	0.47	-0.38
COc1cc(OC)c(C2C(C(=O)N3CCOCC3)=C(C)NC3=C2C(=O)CC(C)(C)C3)cc1OC (configuration not stated)	-8.1	0.25	-0.52
O=C1/C(=C/c2ccccc2)N=C(N2CCOCC2)N1c1cccc(Cl)c1	-68.8	-0.38	-0.28
CCOC(=O)C1CCN(c2c(NC3CCCc4ccccc43)c(=O)c2=O)CC1 (configuration not stated)	x	-0.25	-0.33
O=S(=O)(Nc1nc2ccccc2s1)c1ccc(Cl)s1	-14.3	-0.89	-1.04
COc1ccc2[nH]c(C)c(CCNC(=S)Nc3cc(C)ccc3C)c2c1	21.9	-0.66	0.15
Cc1cc(C)c(S(=O)(=O)N2C=CC(C(F)(F)F)=NCC2)c(C)c1	-46.7	0.59	0.06
CCOC(=O)C1CCCN(C(=O)COc2ccccc2O)C1 (configuration not stated)	3.3	0.55	0.58
O=C(Nc1ccc2c(c1)OCO2)C1CC(=O)N(c2ccc3c(c2)OCCO3)C1 (configuration not stated)	-14.3	x	x
O=C(NCc1ccc(F)cc1)c1cc2c(s1)CCCC2	-15.5	-0.39	-0.13
Cc1ccc(Oc2nc3ccccc3n3c(C)nnc23)c(C)c1	x	-0.48	-0.57
Nc1nnc(CSc2ccc(Cl)cc2)s1	x	3.58	1.54
COc1cc2c(cc1NC(=O)CCCCCN1C(=O)CCC1=O)oc1ccccc12	25.0	1.91	1.51
Cc1onc(C(=O)N2C(C)CCCC2C)c1[N+](=O)[O-] (configuration not stated)	-6.7	0.83	-0.26
O=C(O)CCC(=O)Nc1ccc(Br)cn1	x	1.71	0.73

Copied from the listing for reference:
SMILES	INS promoter inh	SDO1 yeast rescue	SDO1 yeast rescue Rescue 24 h
CC(=O)NCC1=C(NC(C)=O)C2CC1C(C)(C)C2C (configuration not stated)	-66.7	0.47	-0.38
COc1cc(OC)c(C2C(C(=O)N3CCOCC3)=C(C)NC3=C2C(=O)CC(C)(C)C3)cc1OC (configuration not stated)	-8.1	0.25	-0.52
O=C1/C(=C/c2ccccc2)N=C(N2CCOCC2)N1c1cccc(Cl)c1	-68.8	-0.38	-0.28

Carrying on:
SMILES	INS promoter inh	SDO1 yeast rescue	SDO1 yeast rescue Rescue 24 h
Cc1ccc(S(=O)(=O)N/N=C/c2cccn2-c2ccc(Cl)cc2)cc1	x	-0.93[10.3 µM]	-1.12
CCc1ccc(-c2csc(NC(=O)C3=NN(c4ccccc4)C(=O)CC3)n2)cc1	-43.3	-0.84	-0.38
Cc1ccc(-n2[nH]c(C)c(C=Nc3ccc(S(=O)(=O)Nc4nc(C)cc(C)n4)cc3)c2=O)c(C)c1	-92.6	1.46	1.17
CCOC(=O)CCc1c(C)c(C#N)c2nc3ccccc3n2c1-n1ccnc1C	-435.7	0.28	0.15
CN(CC(=O)NC1CCCc2ccccc21)S(=O)(=O)c1ccc2c(c1)c(=O)n(C)c(=O)n2C (configuration not stated)	x	0.47	0.73
O=C(CSc1cn(CCNC(=O)c2cccs2)c2ccccc12)NC1CCCCC1	x	-0.98	-1.03
Nn1c(SCC(=O)N2CCOCC2)nnc1-c1ccc(Cl)cc1Cl	x	0.69	0.99
O=C(Nc1ccccc1F)C1CCCN(S(=O)(=O)c2ccccc2)C1 (configuration not stated)	33.3	x	x
CCSc1sccc1C1C(C#N)=C(N)N(c2cccnc2)C2=C1C(=O)CCC2 (configuration not stated)	50.0	1.05	1.16
COCCn1c(CCC(=O)O)nc2c1c(=O)[nH]c(=O)n2CC(C)C	12.1	0.87	0.34
C[C@H](NC(=O)Nc1ccc2c(c1)OCCO2)C(=O)O	x	0.82	-0.02
Cc1ccc2c(CC(=O)OCc3nc(N)nc(Nc4ccccc4C)n3)coc2c1	21.4	-0.13	0.31
c1cncc(-c2nc3c(ccc4ccccc43)[nH]2)c1	x	-0.58	0.29
CCN(CC)CCOC(=O)c1ccc(Cl)cc1	-25.4	0.39	-0.24
O=C(O)Cn1cc(C(=O)c2cccs2)c2ccccc21	u	0.76	0.88
NC(=O)C1CCN(C(=S)c2cccs2)CC1	25.7	0.46	-0.15
O=C(Cn1cnc2c(cnn2-c2ccccc2)c1=O)N1CCCc2ccccc21	46.1	-0.88	-1.04
Cc1nn(Cc2ccc(Cl)c(Cl)c2)c(C)c1NC(=O)c1sc2ccccc2c1Cl	20.0	-0.91	-0.76
C=CCc1c(C)nc(-c2ccccc2)nc1N/N=C(\C)c1ccc(N)cc1	-24.1	0.01	0.03
O=C(Nc1cccc(Cl)c1)Nc1cccc(Cl)c1	-100.0	-0.86	-1.08
CCOC(=O)c1ccc2c(c1)N(CC)/C(=C\C=C1/SC(=S)N(CC)C1=O)N2CC	-247.6	x	x
CN(CC(=O)NCCc1ccccc1)S(=O)(=O)c1cnc[nH]1	19.2	1.22	0.18
CCCOC(=O)CSc1nnc(-c2ccc(Cl)cc2Cl)o1	x	-0.74	-0.68
Cc1ccc(C)c(N=Nc2nc3ccccc3n2C)c1	9.7	-2.23	-2.03
COc1ccc(/C=N/NC(=O)c2ccn[nH]2)cc1COc1ccc(Cl)cc1Cl	-16.1	-1.76	-0.88
CC1(c2cccc([N+](=O)[O-])c2)CC(C)(C)N(C(=O)c2ccccc2)c2ccccc21 (configuration not stated)	-30.8	-0.35	0.37
N#Cc1c(-c2ccccc2)nc(SCC(=O)Nc2nnc(C(F)(F)F)s2)[nH]c1=O	25.0	x	x
CCCCNC(=O)C(=O)NC(C)CCc1ccccc1 (configuration not stated)	x	0.18	-0.34
O=C(c1ccc(CNc2c(N3CCCC3)c(=O)c2=O)cc1)N1CCN(C2CCCCC2)CC1	-30.0	1.8	1.24
CCCN(CCC)CCCNC(=S)Nc1ccc2nc3n(c(=O)c2c1)CCCCC3	-16.0	0.01	0.47

4 structures already listed, ordered by count of non-hydrogen atoms, rising.
SMILES	INS promoter inh	SDO1 yeast rescue	SDO1 yeast rescue Rescue 24 h
Cc1ccc(C)c(N=Nc2nc3ccccc3n2C)c1	9.7	-2.23	-2.03
COc1ccc(/C=N/NC(=O)c2ccn[nH]2)cc1COc1ccc(Cl)cc1Cl	-16.1	-1.76	-0.88
N#Cc1c(-c2ccccc2)nc(SCC(=O)Nc2nnc(C(F)(F)F)s2)[nH]c1=O	25.0	x	x
CC1(c2cccc([N+](=O)[O-])c2)CC(C)(C)N(C(=O)c2ccccc2)c2ccccc21 (configuration not stated)	-30.8	-0.35	0.37
